Screening results as filed in PubChem BioAssay.
Granule exo inh: blocks lytic granule exocytosis | TALL-104 LAMP-1 surface exposure, flow cytometry; cells stimulated with thapsigargin and PMA | inhibition, % at 10 µM | hit rate 0.66% among 360,000 | AID 651702;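 active means inhibition above about 55%, limit read from the data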
MC4R antag cAMP: human MC4R antagonism in cAMP assay. P32245. MC4R-expressing cells, MTII-stimulated cAMP, LANCE TR-FRET. inhibition, % at 6.5 µM. hit rate 0.48% among 360,000. AID 540295;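 active means inhibition above its plate's cutoff, the mean of tested wells on that plate plus 3 SD, cut at about 29% in these data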;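 further: 0% = Melanotan II alone and 100% = Melanotan II plus saturating MCL0020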
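Material: U2OS-MC4R stable cell line | Reagent: Melanotan II challenge after compound preincubation | Doses: One concentration, 6.5 µM nominal | Incubation: 30-min compound preincubation, 1-h Melanotan II challenge, 1-h detection, room temperature | Signal: TR-FRET cAMP assay | Replicates: One well per compound, no replicates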
ABCB6 inh 2: human ABCB6 transporter inhibition; K562-ABCB6 porphyrin accumulation, flow cytometry, 1 h; active compounds read low; fluorescence ratio to DMSO, % at 10 µM; hit rate 0.19% among 360,000; AID 602162;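 active means fluorescence ratio to DMSO below 75%, the collection mean minus 3 SD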;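 further: signal is porphyrin accumulated inside mitochondria; 100% equals median channel fluorescence of DMSO control wells; lower ratio means ABCB6 inhibition with less porphyrin fluorescence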
HTR2A ag: agonists of mouse serotonin 5-HT2A receptor (HTR2A); P35363; CHO-K1 mHTR2A beta-arrestin complementation, luminescence; percent of 30 µM serotonin response; activation, % at 7.6 µM; hit rate 0.66% among 360,000; AID 624169;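 active means activation above a run cutoff, the mean activation of all tested compounds plus 3 SD, cut at about 14% in these data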;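 further: 0% = plate median of compound wells and 100% = 30 µM serotonin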
Target sequence (P35363 whole entry, looked up): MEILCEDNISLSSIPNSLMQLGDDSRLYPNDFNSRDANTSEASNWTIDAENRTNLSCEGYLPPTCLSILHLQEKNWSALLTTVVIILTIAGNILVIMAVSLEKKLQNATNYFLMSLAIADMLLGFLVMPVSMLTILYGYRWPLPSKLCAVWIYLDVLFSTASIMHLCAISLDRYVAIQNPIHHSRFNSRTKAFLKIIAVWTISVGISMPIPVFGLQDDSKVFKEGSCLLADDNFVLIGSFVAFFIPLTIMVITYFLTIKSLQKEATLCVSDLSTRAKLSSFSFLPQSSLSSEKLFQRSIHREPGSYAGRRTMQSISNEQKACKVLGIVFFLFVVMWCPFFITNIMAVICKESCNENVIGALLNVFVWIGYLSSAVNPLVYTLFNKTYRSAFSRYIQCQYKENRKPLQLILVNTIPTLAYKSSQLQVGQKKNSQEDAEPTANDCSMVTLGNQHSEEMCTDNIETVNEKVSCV
ABHD5-PLIN5 inh: blocks binding of human ABHD5 to perilipin-5 | Split G. princeps luciferase complementation, luminescence, 4 h | inhibition, % at 4 µM | hit rate 0.78% among 360,000 | AID 602281;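 active means inhibition above the mean inhibition across every tested compound plus 3 SD, cut at about 22% in these data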;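 further: 0% = DMSO only wells and the 100% control is not disclosed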
MC4R ag barr: human MC4R agonism via beta-arrestin; P32245; U2OS MC4R beta-arrestin complementation, luminescence; percent of melanotan II response, DMSO zero; activation, % at 8.9 µM; hit rate 0.98% among 360,000; AID 540308;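 active means activation above a per-plate cutoff, the mean activation of sample wells on that plate plus 3 SD, cut at about 8% in these data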
H9c2 protect: myocardial damage modulation in H9c2 cells. H9c2 cardiomyocytes, H2O2 injury protection, ATPLite, 2 h. protection from H2O2 cell death, % at 20 µM. hit rate 0.63% among 360,000. AID 588492;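 active means compounds giving at least 50% protection of heart cells from peroxide-induced death in the single-dose screen, raw or plate-pattern-corrected value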;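 further: 0% = DMSO wells with peroxide and 100% = DMSO wells without peroxide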
Glyco luc inh: N-linked glycosylation inhibition; D54 ERlucT glycosylation luciferase reporter, 24 h; percent of 100 nM tunicamycin response; reporter increase, % at 12.5 µM; AID 588692; hit rate 0.23% among 360,000;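 active means mean luciferase reporter signal, scaled so untreated is 0 and the glycosylation-blocking control 100, at or above a set limit in every replicate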;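 further: luciferase carries N-glycosylation sites so blocking glycosylation raises the light; 0% = median of neutral control wells and 100% = median of 100 nM tunicamycin wells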
PDI turbidity: blocks human protein disulfide isomerase activity; P07237; PDI insulin aggregation turbidity, A650, 90 min; inhibition, % at 10 µM; hit rate 0.052% among 350,000;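 active means mean inhibition across replicates of 30% or more, whatever share of single replicates reach that level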;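 further: absorbance from insulin aggregation driven by PDI reduction with DTT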
Target sequence (P07237 whole entry, looked up): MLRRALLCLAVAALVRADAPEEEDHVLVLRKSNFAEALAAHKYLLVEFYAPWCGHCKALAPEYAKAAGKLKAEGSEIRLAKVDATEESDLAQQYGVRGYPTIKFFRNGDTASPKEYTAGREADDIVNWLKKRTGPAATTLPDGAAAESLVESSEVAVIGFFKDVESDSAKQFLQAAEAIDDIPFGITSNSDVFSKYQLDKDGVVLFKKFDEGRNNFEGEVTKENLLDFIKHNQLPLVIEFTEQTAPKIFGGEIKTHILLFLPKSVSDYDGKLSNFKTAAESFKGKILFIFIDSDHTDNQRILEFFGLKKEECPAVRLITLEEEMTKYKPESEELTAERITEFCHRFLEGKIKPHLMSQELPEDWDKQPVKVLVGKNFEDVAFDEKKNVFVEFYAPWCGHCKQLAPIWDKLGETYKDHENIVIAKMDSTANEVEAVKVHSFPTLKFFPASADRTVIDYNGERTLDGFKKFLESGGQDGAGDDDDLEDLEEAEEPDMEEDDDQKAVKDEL
CaV13 FRET inh: Disruptors of the CACNA1D IQ motif to Ca2+-dependent inactivation inhibitor domain association, primary screening, Förster resonance energy transfer in intact living …. HEK cells, CFP/YFP FRET ICDI-IQ, plate reader, 10 min; percent FRET-ratio fall versus neutral wells. hit rate 0.098% among 340,000. inhibition, % at 12.3 µM;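 active means mean replicate inhibition of at least 30% and at least 1% of replicates passing that level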;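 further: 0% = median of the neutral control wells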
* marks the source's active call; other numbers are inactive results; nt = not tested or not shown.

SMILES	Granule exo inh	MC4R antag cAMP	ABCB6 inh 2	HTR2A ag	ABHD5-PLIN5 inh	MC4R ag barr	H9c2 protect	Glyco luc inh	PDI turbidity	CaV13 FRET inh
O=C(CN1CCOCC1)Nc1nc2ccc(Cl)cc2s1	4	20	107	4	-2	1.1	1	-2	6	-4
O=C(CN1C2CCC1CC(NC(=O)Nc1ccccc1)C2)NCc1ccco1 (centres undefined)	-1	2	96	1	6	0.1	2	0	-4	-5
O=c1c2cnn(-c3ccccc3)c2nc(-c2cccs2)n1-c1ccc(Cl)cc1	-2	2	96	-1	3	-0.2	-8	2	-7	-5
CC(C)(C)c1ccc(-c2n[nH]c(=S)n2CC2CCCO2)cc1 (centres undefined)	-1	8	101	-3	-13	0.5	-3	1	1	-4
COc1cc(NC(=O)c2cc([N+](=O)[O-])ccc2N2CCOCC2)ccc1NC(=O)c1ccco1	-4	11	95	0	-4	1.1	8	0	5	nt
CCC(CC)C(=O)c1c[nH]c(C(=O)NCc2ccc(F)cc2)c1	20	8	92	-13	-1	-1.6	3	-2	1	-7
COc1ccc(-n2nc(C(=O)NCC(=O)NC3CCCCCC3)c3ccccc3c2=O)c(OC)c1	-2	0	96	2	-5	-0.6	1	0	-14	-7
C[C@H](CO)N1C[C@H](C)[C@@H](CN(C)Cc2ccc(Cl)c(Cl)c2)Oc2c(NC(=O)C3CCOCC3)cccc2C1=O	1	2	97	8	-3	-2.6	12	-2	3	-3
COc1ccc(C(=O)Nn2cnc3ccccc3c2=O)c(OC)c1	-2	5	100	3	-8	0.7	-10	-1	3	-8
Cc1ccc(C(=O)N2CCCC(N3CCN(c4ccccc4F)CC3)C2)s1 (centres undefined)	26	12	108	-16	3	-0.2	-3	0	-2	-5
COc1ccc(S(=O)(=O)NNC(=O)Nc2ccc(F)cc2)cc1	1	13	94	8	2	-0.5	2	-1	2	6
CC1(c2ccccc2Cl)NC(=O)N(CC(=O)NCc2ccc3c(c2)OCO3)C1=O (centres undefined)	16	2	95	13	7	-0.8	2	0	4	-2
O=C(O)Cc1ccc2ccc3ccccc3c2c1	-6	-6	92	1	8	-1.0	4	0	-12	-17
COc1ccccc1OCCCOc1cccc(/C=C2\SC(=O)NC2=O)c1	4	5	99	10	8	-0.5	-11	1	0	5
Cc1cc(S(=O)(=O)N2CCCC2)ccc1OCC(=O)Nc1ccc(C(N)=O)cc1	-2	7	101	-2	-9	-1.5	-1	1	8	-2
CCOC(=O)C1CCN(Cc2cc(=O)n3c(-c4ccccc4)csc3n2)CC1	1	-13	95	6	4	1.1	-9	0	3	-15
O=C(CN1CCN(S(=O)(=O)c2ccc3c(c2)OCCO3)CC1)Nc1ccccc1Br	-2	6	112	3	8	0.3	-1	3	14	-2
CCCCOc1ccc(-c2nnn(C(C)C(=O)OCC)n2)cc1 (centres undefined)	0	0	98	-3	-1	-0.9	-6	-2	-3	-5
O=C(CSc1nnc(-c2ccc(Cl)cc2)n1CC1CCCO1)NC1CCS(=O)(=O)C1 (centres undefined)	-2	0	92	10	0	-1.2	-2	0	3	-5
COCCCN1C(=O)c2ccc(C(=O)Nc3ccc(OC)cc3OC)cc2C1=O	-2	4	102	13	0	-1.8	1	2	2	0
Cc1cnc(C(=O)OCC(=O)Nc2ccc(Br)c(C)c2)cn1	3	10	95	11	-6	-2.5	3	0	0	-6
O=S(=O)(c1ccccc1)N(CC(O)CN1CCCC1)c1ccccc1 (centres undefined)	26	12	104	-15	14	1.8	-1	-2	0	-3
CCOC(=O)N1CCN(C(=O)c2[nH]c(C(F)(F)F)nc2-c2ccccc2)CC1	0	nt	106	6	11	nt	3	6	nt	-7
C(=N\n1cnnc1)/c1nc2ccccc2[nH]1	3	0	97	-2	-6	-1.3	12	1	-15	-2
CCCNC(=O)C(Cc1cccc(Cl)c1)NC(=O)c1ccc(C#N)cc1 (centres undefined)	3	2	96	-4	4	-0.8	7	-1	9	-5

Single records (already shown).
CCOC(=O)C1CCN(Cc2cc(=O)n3c(-c4ccccc4)csc3n2)CC1 in the list: Granule exo inh = 1; MC4R antag cAMP = -13; ABCB6 inh 2 = 95; HTR2A ag = 6; ABHD5-PLIN5 inh = 4; MC4R ag barr = 1.1; H9c2 protect = -9; Glyco luc inh = 0; PDI turbidity = 3; CaV13 FRET inh = -15
COc1ccc(S(=O)(=O)NNC(=O)Nc2ccc(F)cc2)cc1 in the list: Granule exo inh = 1; MC4R antag cAMP = 13; ABCB6 inh 2 = 94; HTR2A ag = 8; ABHD5-PLIN5 inh = 2; MC4R ag barr = -0.5; H9c2 protect = 2; Glyco luc inh = -1; PDI turbidity = 2; CaV13 FRET inh = 6

Remaining list, next part.
SMILES	Granule exo inh	MC4R antag cAMP	ABCB6 inh 2	HTR2A ag	ABHD5-PLIN5 inh	MC4R ag barr	H9c2 protect	Glyco luc inh	PDI turbidity	CaV13 FRET inh
Cc1ccc(CN(C(=O)c2ccco2)C2CCS(=O)(=O)C2)cc1 (centres undefined)	0	5	87	1	2	-0.8	-1	3	9	-6
Cc1ccc(-n2c(Cc3cccn3C)nnc2SCC(=O)N2CCN(c3ccccc3)CC2)cc1	-2	-1	95	-4	14	-0.7	4	1	5	-9
Cc1sc2ncnc(N3CCC(C(=O)Nc4nc5ccc(Cl)cc5s4)CC3)c2c1C	-4	3	94	7	4	7.0	9	-7	-11	-13
CCc1ccc(NC(=O)C2CCN(S(=O)(=O)c3c(C)noc3C)CC2)cc1	1	0	99	4	1	-0.7	0	-3	-17	-5
O=S(=O)(c1ccc(OCC(O)CN2CCC(Cc3ccccc3)CC2)cc1)N1CCOCC1 (centres undefined)	-1	12	99	-1	0	0.2	3	0	0	-10
CC1CCCC(NC(=O)c2ccc3c(SCC(=O)O)c4c(nc3c2)CCC4)C1C (centres undefined)	-1	22	97	1	-3	-0.1	-6	2	-5	-6
Cc1cc(NC(=O)C(C)SCC(=O)Nc2ccc(SC(F)F)cc2)no1 (centres undefined)	0	0	95	-6	-3	-0.4	8	2	-8	-5
CC(CNS(=O)(=O)c1ccc(Cl)cc1)n1cncn1 (centres undefined)	4	-3	96	-3	3	-2.9	1	0	-7	-3
CCOC(=O)N1CCc2c(sc(NC(=O)C3COc4ccccc4O3)c2C(N)=O)C1 (centres undefined)	-2	7	99	-1	3	-3.0	18	-4	3	-5
CC(C)(C)c1ccc(C(=O)NNc2cc(N3CCOCC3)nc(N3CCOCC3)n2)cc1	-3	6	97	-6	-3	-3.6	-5	0	1	0
N=C1C(c2nc3ccccc3[nH]2)=C(O)CN1c1ccc(F)cc1	-2	-1	99	-2	-3	-2.8	-1	3	-3	nt
CCOC(=O)[C@H]1[C@H]2COc3ccc(C)cc3[C@@H]2N2C(=O)CN(C)C(=O)[C@@]12C	4	18	101	1	-4	0.0	4	0	2	-9
O=C(C1=C[C@@H](C2CC2)C[C@@H](OCCCCO)O1)N1CCN(Cc2ccc3c(c2)OCO3)CC1	6	13	98	1	2	-0.9	2	0	-5	-11
CC(=O)c1ccc(OCc2cc(C(=O)NC(C)CCn3cccn3)no2)cc1 (centres undefined)	-3	13	97	-5	-4	-0.9	-3	-2	-2	nt
CNc1ccccc1C(=O)OCC(=O)Nc1ccc2c(c1)OCO2	-2	8	98	7	-7	-0.9	-2	1	7	-6
CC(C)(CCl)C(=O)Nc1ccc(Sc2ccc(F)cc2)cc1	-3	-3	94	-3	-8	1.8	-16	1	1	-4
O=C(N1CCOCC1)n1cnc2ccccc21	7	-5	101	6	12	-0.1	2	-3	12	-7
COc1ccccc1N1CCN(S(=O)(=O)c2ccccc2)CC1	12	4	93	-4	-2	-2.4	1	2	-3	-7
COc1cccc(C2C(C(N)=O)=C(C)Nc3nc(CCCO)nn32)c1OC (centres undefined)	5	2	100	0	3	0.4	2	2	nt	12
COc1ccc([C@H]2C[C@@H](O)[C@H](n3cc(COC(=O)c4ccccc4)nn3)CN2Cc2cccs2)cc1	-3	10	103	4	-8	-0.9	-4	2	-3	-9
CCOC(=O)C1CCCN(C(=O)c2cccs2)C1 (centres undefined)	2	1	97	-1	0	-2.3	-1	-1	-6	-4
CCCn1c(C)cc(-c2csc(N)n2)c1C	2	3	171	-3	-4	-0.8	-21	2	-3	-8
CCC(C)NS(=O)(=O)c1ccc(OCC(=O)Nc2ccc3c(c2)OCO3)cc1 (centres undefined)	0	21	98	0	-3	-1.7	2	-3	4	-4
O=C(CC(NS(=O)(=O)c1ccc(Cl)cc1)c1ccco1)NCc1ccco1 (centres undefined)	-1	1	95	0	15	0.1	4	0	-4	-1
COC(=O)[C@@]1(Cc2ccccc2)[C@H]2C(=O)N(Cc3ccccc3)C(=O)[C@H]2[C@H]2CN=C(SC)N21	-4	13	94	6	-6	0.3	9	-2	-1	-5

Additional entries follow.
SMILES	Granule exo inh	MC4R antag cAMP	ABCB6 inh 2	HTR2A ag	ABHD5-PLIN5 inh	MC4R ag barr	H9c2 protect	Glyco luc inh	PDI turbidity	CaV13 FRET inh
O=c1nc2ccccc2c2n1CC(CN1CCN(c3cccc(Cl)c3)CC1)N2 (centres undefined)	-2	15	81	-1	7	0.0	25	1	-3	-4
O=C(NCCN1CCOCC1)c1ccc2c(c1)N(Cc1c(F)cccc1Cl)C(=O)c1ccccc1S2	0	7	96	-1	6	-0.7	22	-2	4	0
COc1ccc(N2CCN(C(CNC(=O)C(=O)NCCCO)c3ccco3)CC2)cc1 (centres undefined)	-21	-7	97	11	1	-2.8	-1	-2	2	-6
S=C(NCCc1ccccc1)Nc1cccc2cnccc12	12	-2	96	11	4	1.5	-20	-3	-4	3
Cc1sc2nc(CSC(C)C(=O)N(C)CC(=O)Nc3ccccc3C(F)(F)F)[nH]c(=O)c2c1C (centres undefined)	-8	-1	106	-5	-8	-0.2	32	-2	1	-6
Cc1ccc(NC(=O)COC(=O)c2ccco2)cc1	-2	4	105	1	1	-3.5	-3	3	12	3
NC(=O)C1CCN(C(=O)COc2ccc3ccccc3c2Br)CC1	-4	2	95	1	-1	-1.2	4	0	6	-6
COC(=O)c1ccc(/C=N/NC(=O)CC(=O)NC2CCCCC2)cc1	-4	0	100	1	2	1.5	4	1	1	-5
Cc1ccc(C(=O)Nc2cccc(C(=O)N3CCN(C)CC3)c2)cc1	-3	-3	103	2	5	0.1	-9	1	-8	-10
O=C(NCc1ccc(Cl)cc1)C1CCC(=O)N(C2CCCCCC2)C1 (centres undefined)	2	1	98	-7	0	-0.4	-2	-1	-9	-6
O=C(COc1ccc(S(=O)(=O)N2CCOCC2)cc1)NCc1ccccc1	2	5	103	-6	-6	-3.3	11	-2	1	-2
C=CCOc1cccc(C2C(C(=O)c3ccc(C)o3)=C(O)C(=O)N2c2nccs2)c1 (centres undefined)	3	8	85	2	-12	-1.3	-6	2	-2	-5
CC1CC(Nc2ccccc2)=NC1(C)C (centres undefined)	0	1	100	1	2	-1.0	4	3	-3	-5
Cn1cnnc1SCC(=O)Nc1ccc(F)cc1	-12	10	104	-3	-1	-1.0	6	3	-33	-5
O=C(/C=C/c1ccc(-c2ccccc2)o1)c1ccccc1	78*	12	99	-3	11	-1.8	-4	7	8	-6
O=C(O)CCC(=O)N1N=C(c2ccc(Br)cc2)CC1c1ccc(Br)cc1 (centres undefined)	9	5	96	-2	1	0.4	-6	2	-1	-1
